human PMI inhibitors = MPI inhibition at elevated mannose 6-phosphate – biochemical, fluorescence intensity, high mannose 6-phosphate, primary screen (AID 1220). recombinant PMI enzyme, coupled fluorescence intensity; higher % means a stronger effect. inhibition, % at 20 µM, or IC50 in µM where a hit was titrated. 190,000 tested, 0.66% active
Myeloid diff MLP = myeloid differentiation induction | ER-HoxA9 myeloid progenitors, lysozyme-GFP differentiation, flow cytometry | calls only at 10 µM | 360,000 tested, 1% active;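 active means normalized GFP-positive differentiation at or above the plate's own cutoff, the solvent-only control mean plus 3 SD; inconclusive means no clear call, values can overlap the other calls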;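 further: cells exposed to compound for four days before flow analysis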
human PMI inhibition = inhibitors of human PMI, primary screen, biochemical, fluorescence intensity, coupled assay (AID 1209) | 190,000 tested, 0.42% active | inhibition, % at 20 µM, or IC50 in µM where a hit was titrated | purified PMI enzyme, coupled fluorescence intensity; higher % means a stronger effect;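 further: plate controls were DMSO vehicle for no effect and wells lacking substrate for full effect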
P. falciparum M1AAP = malaria alanyl aminopeptidase activity blockers – biochemical, fluorogenic H-Leu-NHMec substrate, 1536-well (AID 1445) | recombinant M1AAP, H-Leu-NHMec fluorogenic kinetic assay; higher % means a stronger effect | inhibition, % at 30 µM, or IC50 in µM where a hit was titrated | 220,000 tested, 0.42% active;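 active means primary inhibition above the hit cutoff, then over 50% inhibition at one or more dose response concentrations, cut at about 23% in these data, passing the limit was not always enough; inconclusive means conflicting primary data, or primary hits not chosen for dose response; inactive means low primary inhibition, or under 50% at every dose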;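 further: plate controls were DMSO full reaction for no effect and no enzyme background for full effect; strong numbers were not always called active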
XIAP displacement = small molecules displacing peptide from XIAP – biochemical, IAP family, fluorescence polarization (AID 1018) | XIAP BIR domain, fluorescence polarization peptide displacement; higher % means a stronger effect | displacement, % at 20 µM; hits with a dose series show IC50 in µM | 200,000 tested, 0.007% active; in the data active means displacement above about 50%; further: a part of the inactive calls stands beside numbers as strong as those of hits
ER stress rescue = rescue of cells from ER stress-induced death, primary screen, 384-well, CSM14.1, thapsigargin, ATP luminescence (AID 1222). CSM14.1 thapsigargin-induced death rescue, ATP luminescence; higher % means a stronger effect. cellular ATP content (survival), % at 20 µM; hits with a dose series show EC50 in µM. 190,000 tested, under 10 active;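 active means EC50 below 50 µM in the dose-response confirmation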;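 further: death triggered by thapsigargin at about 15 µM added after 2 h compound pretreatment; cell ATP read after overnight thapsigargin exposure of roughly 18 to 22 hours; normalized against plate controls of thapsigargin alone and 5% DMSO vehicle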
LYP inhibition = PTPN22 lymphoid phosphatase activity blockers – biochemical, fluorescence intensity, uHTS (AID 1779). 290,000 tested, 0.054% active. recombinant LYP phosphatase, fluorescence intensity; higher % means a stronger effect. inhibition, % at 11.5 µM, or IC50 in µM where a hit was titrated;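 further: plate controls were vehicle with enzyme for no effect and no enzyme for full effect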
P. falciparum M17LAP = P. falciparum M17LAP inhibitors, primary screen, biochemical, fluorogenic H-Leu-NHMec substrate, 1536-well (AID 1619) | 220,000 tested, 0.38% active | one-dose inhibition, % at 30 µM; IC50 in µM for titrated hits | recombinant M17LAP, H-Leu-NHMec fluorogenic kinetic assay; higher % means a stronger effect;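 active means compound inhibiting the enzyme by more than half at any dose during confirmatory dose-response retesting; inconclusive means strong single-dose inhibitors picked by rank but not retested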;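 further: plate controls were full reaction with DMSO carrier for no effect and no enzyme background for full effect; strong numbers were not always called active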
TNAP activators = stimulation of alkaline phosphatase TNAP activity – biochemical, luminescent, no phosphate acceptor, uHTS, primary screen (AID 1001) | purified TNAP, luminescent activation assay, no phosphate acceptor; higher activation fold means a stronger effect | activation fold at 20 µM, or EC50 in µM where a hit was titrated | 200,000 tested, 0.03% active; in the data active means activation fold from about 3, or a potency from the dose series; inactive means the rest, 99 in 100 with activation fold below about 1.6; further: many of its hits are not listed in these tables
Myeloid diff MLP GFP+ MAC1+ % = second read-out of Myeloid diff MLP, no call of its own (marks repeat the call); GFP+ MAC1+ double positive, %; measured here: differentiation confirmed by MAC1 staining
* = called active by the depositor; i = inactive; ? = inconclusive; nt = not tested or not shown. Unless noted, no stated cut-off is given here; in the data, active means inhibition above about 50%; inactive means the rest.

Order of results: human PMI inhibitors	Myeloid diff MLP	Myeloid diff MLP GFP+ MAC1+ %	human PMI inhibition	P. falciparum M1AAP	XIAP displacement	ER stress rescue	LYP inhibition	P. falciparum M17LAP	TNAP activators
Cc1ccc(C(C)C)c(OCc2ccc(C(=O)N/N=C/c3ccc(O)cc3O)cc2)c1
→ 0%	?	nt	-6%	-7%	0.3%	-3.0%	0%	-1%	1.1
O=c1cc(CN2CCN(c3ccccc3O)CC2)nc2sccn12
→ 11%	i	1.0	12%	8%	-4.6%	-1.6%	-8%	-2%	1.2
O=C(CN1CCN(c2ccccn2)CC1)Nc1ccc(Cl)c(C(F)(F)F)c1
→ 11%	i	0.3	7%	2%	-4.2%	-1.8%	3%	1%	1.1
CC(=O)N1CCC(=NNC(=O)CSc2cc(C)c(Br)cc2C)CC1
→ 8%	i	0.3	8%	4%	-9.0%	-2.6%	-3%	-1%	1.1
CCc1ccc2[nH]c(=O)c(C(c3nnnn3Cc3ccco3)N3CCC(C)CC3)cc2c1 (stereo not drawn)
→ 15%	i	0.1	22%	12%	-2.3%	-1.5%	4%	20%	1.1
Cc1cc(NC(=O)c2cc(-c3ccccn3)nc3ccccc23)no1
→ 4%	i	8.0	2%	4%	-4.1%	-0.3%	2%	-3%	1.1
CC1(C)CC(=O)C(/C=N/c2ncccc2C(=O)O)=C(O)C1
→ -19%	i	1.1	-4%	-4%	-9.2%	-1.1%	-3%	2%	1
Cc1ccc(SCC(=O)N2CC(C)OC(C)C2)cc1 (stereo not drawn)
→ 12%	i	0.5	3%	9%	-6.8%	-0.9%	-5%	6%	1.1
CC(=O)C1=C(O)C(=O)N(CCN(C)C)C1c1ccc(Cl)cc1 (stereo not drawn)
→ -13%	i	0.8	-15%	1%	-7.7%	-0.6%	-2%	6%	1
O=C(NCCSc1ccc(Cl)cc1)c1ccc(CN2CCOCC2)cc1
→ 6%	i	0.3	19%	5%	-7.0%	-1.5%	-12%	26%	1.1
C=CCn1cc(C(C)=O)c(=O)[nH]c1=O
→ -2%	i	0.1	-8%	4%	-3.0%	-0.9%	-2%	5%	1
C/C=C(\C)C(=O)Nc1cccc(C2=NOC3(C2)C[C@H](C(N)=O)N(C(=O)c2cc([N+](=O)[O-])cc([N+](=O)[O-])c2)C3)c1 (stereo partly drawn)
→ nt	i	0.7	nt	3%	nt	nt	-12%	5%	nt
O=C1CN(S(=O)(=O)c2ccccc2)CC(=O)N1CCc1ccccc1
→ 0%	i	0.9	8%	-2%	-6.4%	-0.8%	-9%	2%	1.1
N#CC1=C(C=Nc2ccccc2O)CCC1
→ 7%	i	0.8	15%	2%	-6.1%	1.2%	-5%	-9%	1
O=C(CN1CCN(c2ccccn2)CC1)NC1CCCC1
→ 9%	i	0.4	3%	-4%	0.5%	2.7%	-1%	10%	1.1
Cc1ccc(/C=N/n2c(C)n[nH]c2=S)o1
→ -2%	i	0.4	0%	14%	-3.6%	-2.5%	3%	13%	1.1
Cc1ccc(-c2ccc(/C=N/NC(N)=S)o2)cc1
→ nt	i	0.3	nt	11%	nt	nt	0%	14%	nt
CCc1ccc(OCC2c3cc(OC)c(OC)cc3CCN2C(=S)NC)cc1 (stereo not drawn)
→ 8%	i	0.2	15%	-9%	-0.5%	1.6%	4%	3%	1.1
COCc1cc(C)nc(Nc2ccccc2C)c1C#N
→ 3%	i	0.7	12%	0%	-9.3%	8.2%	4%	3%	1.1
COc1ccc(N2CCN(C(=O)C(C)(C)Oc3ccc(Cl)cc3)CC2)cc1
→ 14%	i	2.2	22%	10%	-7.3%	nt	6%	-2%	1

Remaining list, next part.
Order of results: human PMI inhibitors	Myeloid diff MLP	Myeloid diff MLP GFP+ MAC1+ %	human PMI inhibition	P. falciparum M1AAP	XIAP displacement	ER stress rescue	LYP inhibition	P. falciparum M17LAP	TNAP activators
COc1ccc(Br)cc1C1Nc2ccccc2C(=O)N1NC(=O)c1ccncc1 (stereo not drawn)
→ 7%	i	0.9	4%	12%	-1.4%	2.3%	-8%	-2%	1.1
CC1(C)CC(=O)c2cc(C(=O)NCc3ccco3)c(=O)n(-c3ccc(Cl)cc3)c2C1
→ 8%	i	1.3	9%	12%	-14%	-3.0%	2%	3%	1
O=C(CSc1nc2ccsc2c(=O)n1Cc1ccc(C(=O)O)cc1)NCC1CCCO1 (stereo not drawn)
→ -4%	i	0.4	-10%	7%	-7.8%	-2.4%	5%	11%	1
COC(=O)c1sc(NC(=O)c2ccc(Cn3cc(Cl)cn3)o2)c(C#N)c1C
→ 28%	i	0.0	47%	1%	-9.7%	0.1%	7%	11%	1
CCOC(=O)c1ccc(-n2c(CN3CCN(CCO)CC3)nc3ccc([N+](=O)[O-])cc3c2=O)cc1
→ 16%	i	0.2	7%	4%	-4.8%	3.9%	-4%	3%	1
O=C(Nc1cccc(Cl)c1Cl)C1CC(=O)N(c2ccc(Br)cc2)C1 (stereo not drawn)
→ 4%	i	9.9	-7%	-1%	-4.2%	2.6%	-8%	-4%	1.5
COc1cc2c3c(c1OC)C1(C=CC(=NO)C=C1)CC3N(C(C)=O)CC2 (stereo not drawn)
→ 2%	i	0.8	-1%	2%	-24%	-1.3%	-4%	-6%	0.9
COc1cccc(C(=O)Nc2nnc(-c3cccs3)s2)c1
→ -6%	i	0.7	-6%	-6%	-4.6%	-4.6%	21%	-6%	1
CC1=C(C(=O)N(C)C)C(c2cccs2)NC(=O)N1 (stereo not drawn)
→ 4%	i	1.1	-2%	-3%	0.9%	-2.5%	-12%	14%	1.1
O=C(COC(=O)c1ccc(NS(=O)(=O)c2cccs2)cc1)NCc1ccco1
→ nt	i	0.6	nt	4%	nt	nt	-4%	1%	nt
COC(=O)C1=C(C)NC(=O)CC1c1cccc(OC)c1OC (stereo not drawn)
→ -1%	i	4.8	-7%	12%	-0.5%	0.2%	-1%	17%	1.1
COC(=O)CCCNC(=O)c1ccc2[nH]c(C)c(C)c2c1
→ 0%	i	1.4	-1%	-9%	-2.5%	-1.2%	9%	1%	1.1
CCN(CC)S(=O)(=O)c1cc(C(=O)N2CCc3ccccc32)ccc1Cl
→ -3%	i	0.4	2%	-4%	-6.3%	10%	-7%	4%	1.1
CCCCC(=O)N1CCN(c2ccc(OC)cc2[N+](=O)[O-])CC1
→ -1%	i	1.1	1%	2%	-7.5%	-2.5%	-6%	0%	1
Fc1cccc(NC(=S)NCCc2ccccc2)c1
→ 12%	i	0.3	26%	-2%	75%	12%	-7%	-2%	1.1
O=C(Nc1ccccc1C(=O)N/N=C/c1ccco1)c1ccc(Cl)cc1
→ -4%	i	1.5	3%	5%	-5.1%	-4.4%	-1%	-3%	1.2
CC(NC(=O)C1CCC1)c1ccccc1 (stereo not drawn)
→ -2%	i	0.5	0%	-4%	-3.9%	-2.3%	-13%	-5%	1.1
CCOC(=O)c1ccc(NC(=O)C(=O)NCc2ccncc2)cc1
→ 0%	i	13	3%	-12%	-5.8%	-1.1%	-2%	-19%	1.1
COc1ccc(N2C(=O)CC(N3CCN(c4ccccc4F)CC3)C2=O)cc1 (stereo not drawn)
→ 5%	i	7.1	8%	18%	-7.5%	nt	6%	12%	1.1
COc1ccccc1N1CC(C)(C)C(=O)N(C(=O)c2c(F)cccc2Cl)C1=S
→ nt	i	0.4	nt	1%	nt	nt	0%	-7%	nt

2 compounds from above, limited to Myeloid diff MLP GFP+ MAC1+ % and Myeloid diff MLP.
| SMILES | Myeloid diff MLP GFP+ MAC1+ % | Myeloid diff MLP |
| --- | --- | --- |
| COc1ccc(Br)cc1C1Nc2ccccc2C(=O)N1NC(=O)c1ccncc1 (stereo not drawn) | 0.9 | i |
| CC1(C)CC(=O)c2cc(C(=O)NCc3ccco3)c(=O)n(-c3ccc(Cl)cc3)c2C1 | 1.3 | i |

Next section.
Order of results: human PMI inhibitors	Myeloid diff MLP	Myeloid diff MLP GFP+ MAC1+ %	human PMI inhibition	P. falciparum M1AAP	XIAP displacement	ER stress rescue	LYP inhibition	P. falciparum M17LAP	TNAP activators
Cc1cc2oc(=O)cc(C)c2cc1NC(=O)CCl
→ nt	i	0.6	nt	1%	nt	nt	-5%	-7%	nt
CCn1c(C)c(C(C)=O)c(N2CCCCC2)nc1=S
→ 10%	i	0.9	10%	4%	3.7%	-3.0%	-1%	4%	1.2
Cc1ncc(CSc2nc3ccccc3[nH]2)c(N)n1
→ -5%	i	5.7	-2%	-1%	-6.9%	nt	-11%	0%	1
O=C(COC(=O)c1cc([N+](=O)[O-])ccc1NCCO)Nc1ccc2c(c1)OCO2
→ 2%	i	0.5	-19%	2%	0.1%	0.3%	-1%	5%	1.1
Cc1ccc(NC(=O)CC2SC(=O)N(c3ccccc3)C2=O)cc1 (stereo not drawn)
→ 8%	i	0.4	8%	5%	-13%	0.8%	3%	-4%	0.7
Cc1ccc(C(=O)CSC2=C(C#N)C(c3ccco3)C3=C(CC(C)(C)CC3=O)N2)cc1 (stereo not drawn)
→ -22%	i	0.7	-6%	7%	-2.9%	0.5%	5%	-3%	1
Cc1cc(C(=O)NCc2cccnc2)no1
→ -2%	i	5.9	-4%	-2%	0.6%	-0.8%	-6%	-14%	1.1
CCC(C)N1CNc2c(c(=O)[nH]c(=S)n2-c2cccc(C)c2)C1 (stereo not drawn)
→ 5%	i	1.0	10%	3%	-5.9%	-0.5%	1%	-1%	1
COc1ccc(-c2n[nH]c(=S)n2/N=C/C=C/c2ccccc2OC)cc1
→ 23%	i	0.8	26%	3%	-20%	0.0%	4%	4%	0.9
COC(=O)Cn1c(=O)sc2ccccc21
→ 6%	i	1.2	8%	6%	-6.4%	0.0%	2%	-6%	1
COC(=O)c1sc(=S)n(-c2ccc(Cl)cc2)c1C
→ 8%	i	0.4	6%	2%	-2.0%	4.9%	-6%	-12%	1
CCCN(CCC)S(=O)(=O)c1ccc(C(=O)Nc2nnc(-c3cc(OC)cc(OC)c3)o2)cc1
→ -16%	?	nt	-19%	-4%	1.0%	-0.6%	4%	4%	1.2
Cc1ccc(C(=O)N2CCC3(CC2)Oc2ccc(F)cc2C(=O)C32CC(c3ccccc3)=NO2)s1 (stereo not drawn)
→ nt	i	2.0	nt	1%	nt	nt	-4%	2%	nt
O=C(O)CNC(=O)c1ccc(OC(F)F)cc1
→ 1%	i	1.5	-3%	4%	-4.0%	1.4%	-9%	-1%	1.1
CC(=O)N1c2ccc3ccccc3c2C(C)CC12CCCCC2 (stereo not drawn)
→ 5%	i	0.4	2%	1%	1.4%	0.0%	-4%	7%	1.2
Cc1ccccc1C(=O)NN1C(=O)CSC1=S
→ -4%	i	2.8	9%	10%	-3.0%	-3.0%	-3%	15%	1.4
CCOc1ccc(CN(C)CC(=O)NCc2ccccc2Cl)cc1
→ 8%	i	0.6	2%	2%	-4.9%	1.6%	-6%	14%	1
Cn1c(=O)[nH]c(=O)c2c1nc(N1CCC(Cc3ccccc3)CC1)n2Cc1ccccc1
→ 5%	i	1.7	5%	16%	-1.3%	-0.3%	-6%	-7%	1.6

Bioassay records as filed in PubChem BioAssay.

An unsorted share of the library; 2.7% or so of the library scored in one or more.
